Sm TGR block: qHTS Assay for the Inhibitors of Schistosoma Mansoni Peroxiredoxins | purified TGR, DTNB reduction, TNB absorbance 405 nm | Potency, µM (series often up to 114 µM), inactives show at the top dose activity change, negative = inhibition, most hits filed as inhibitors | 360,000 tested, 3% active | AID 485364, 2010; further: potency means the concentration at half of the fitted maximal effect; nearly all actives have a fitted effect of over 60% in size
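First, TGR (20 nM dispensed) and NADPH were mixed with compound. Second, a 15 min room-temperature incubation followed. Third, further NADPH and then DTNB were added to start the reaction. Finally, TNB absorbance was monitored kinetically.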
HCMV antiviral: qHTS Assay for inhibitors of the human cytomegalovirus (HCMV). 410,000 tested, 4.5% active. activity change, negative = inhibition, % at 57.5 µM. AID 1259415, 2018. HFF cells, HCMV-luciferase reporter, 72 h; hits give low values; in the data active means activity change below about -60%; inconclusive means no clear call, values can overlap the other calls; inactive means above about -39%
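Luciferase read-out from HCMV-luciferase-infected HFFs (MOI 1 PFU/cell) 72 h post infection at 37C; compounds added after 16 h cell attachment; activity normalized between buffer-only basal and Salinomycin (10uM) inhibitor controls.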
AmpC inh detg: qHTS Inhibitors of AmpC Beta-Lactamase (assay with detergent). P00811. AmpC hydrolysis of nitrocefin, absorbance 480 nm, 0.01% Triton. Potency, µM (doses to about 114 µM), inactives show top-dose activity change, negative = inhibition, actives largely listed as inhibitors. 370,000 tested, 0.041% active. AID 485294, 2010;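 further: potency means the concentration at half of the fitted maximal effect; 0% = no-compound wells and -100% = no-enzyme wells; nearly all actives have a fitted effect of over 25% in size; some results filed as inactive show a strong effect at the top dose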
Target sequence (P00811 whole entry, looked up): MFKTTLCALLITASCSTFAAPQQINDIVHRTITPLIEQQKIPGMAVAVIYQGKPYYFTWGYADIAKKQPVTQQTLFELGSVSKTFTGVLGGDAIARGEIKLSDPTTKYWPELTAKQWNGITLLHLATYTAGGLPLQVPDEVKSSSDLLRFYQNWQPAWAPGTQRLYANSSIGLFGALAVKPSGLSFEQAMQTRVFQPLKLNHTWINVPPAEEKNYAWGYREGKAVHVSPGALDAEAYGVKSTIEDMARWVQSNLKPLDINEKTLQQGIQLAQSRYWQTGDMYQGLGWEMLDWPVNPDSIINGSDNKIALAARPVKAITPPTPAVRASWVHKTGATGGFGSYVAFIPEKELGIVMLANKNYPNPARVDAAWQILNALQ
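20 mM phosphate pH 7.0 + 0.01% (detergent screen) or 0.0001% Triton X-100; 5.3 nM AmpC reagent; cpd preinc 15 min RT; nitrocefin (800 uM stock) to start; A480 q20 s × 4 min; Activity was normalised to no-enzyme and no-compound control wells.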
HCV inhibitor: qHTS Assay for Inhibitors of Hepatitis C Virus (HCV) | 340,000 tested, 3.4% active | Huh7.5.1 HCVcc-Cre infection, luciferase reporter, 44 h | Potency, µM (doses to about 41.8 µM), inactives show top-dose activity change, negative = inhibition, most hits filed as inhibitors | AID 651820, 2012; further: potency means the concentration at half of the fitted maximal effect
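Luciferase read-out (15 sec integration) after a 15 min room-temperature substrate step quantifies HCVcc-Cre infection. Cells, 1,000 per well, had compound added 4 h post-plating, then virus at ~0.5 moi, and were cultured 44 h.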
Giardia FBPA inh: qHTS Assay for Inhibitors of Fructose-1,6-bisphosphate Aldolase from Giardia Lamblia | A8B2U2 | Potency, µM (series often up to 59.6 µM), for the others: top-dose activity, negative = inhibition, usual class: inhibitors | AID 2451, 2010 | purified Giardia FBPA | 290,000 tested, 0.71% active; further: potency means the concentration at half of the fitted maximal effect; nearly all actives have a fitted effect of over 55% in size
Target sequence (A8B2U2 whole entry, looked up): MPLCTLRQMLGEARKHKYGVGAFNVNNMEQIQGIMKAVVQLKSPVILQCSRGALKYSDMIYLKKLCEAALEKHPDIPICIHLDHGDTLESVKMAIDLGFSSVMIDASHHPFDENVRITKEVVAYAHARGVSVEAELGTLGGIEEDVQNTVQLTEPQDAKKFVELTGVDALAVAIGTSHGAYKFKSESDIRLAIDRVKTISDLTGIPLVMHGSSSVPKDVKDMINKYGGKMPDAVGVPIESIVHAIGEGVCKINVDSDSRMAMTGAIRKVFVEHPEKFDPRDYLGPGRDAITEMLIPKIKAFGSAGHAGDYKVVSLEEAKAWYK
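Giardia FBPA (40 nM reagent) was preincubated 10 min at RT with compound (up to 57.5 uM final), then substrate plus GAPDH/TPI/NAD/arsenate coupling system with diaphorase/resazurin was added; resorufin fluorescence (525/598 nm) was read after 20 min.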
AmpC no deterg: qHTS Inhibitors of AmpC Beta-Lactamase (assay without detergent); Potency, µM (doses to about 57.1 µM), inactives show at the top dose activity change, negative = inhibition, actives largely listed as inhibitors; AID 485341, 2010; 330,000 tested, 0.52% active; P00811; AmpC nitrocefin hydrolysis, absorbance 480 nm, 0.0001% Triton;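 further: potency means the concentration at half of the fitted maximal effect; plate controls were no compound for no effect and no enzyme for full effect; nearly all actives have a fitted effect of over 20% in size; some results filed as inactive show a strong effect at the top dose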
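AmpC (5.3 nM in the dispensed reagent) in 20 mM phosphate pH 7.0 with 0.01% (detergent screen) or 0.0001% Triton X-100 was preincubated with compounds for 15 min at room temperature. Nitrocefin was then added from an 800 uM solution, and hydrolysis was followed at 480 nm.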
Numbers without * were called inactive; u = inconclusive; x = not tested or not shown; & = joins results of further samples; [ ] = dose if it differs, or a comment. Unless noted, the call rests on the fitted dose curve; in most records, active means well fitted curve in the direction sought with a large enough effect; inconclusive means small, poorly fitted or top-dose-only effect, or another doubt; inactive means no such curve, though single readings can be large; an effect the other way counts as inactive or inconclusive. Unless noted, on the % scale 0 is the no-effect control and ±100 the full control effect.

molecule	AmpC no deterg	Giardia FBPA inh	HCMV antiviral	AmpC inh detg	Sm TGR block	HCV inhibitor
CCOc1ccccc1-n1c(SCC(=O)NC(C)CC)nnc1-c1ccoc1C (configuration not stated)	38%	0%	-16	2%	-15%	3%&-12%
CCOC(=O)N1CCN(C(=O)CN(C)S(=O)(=O)c2ccc(OCC)cc2)CC1	37%	12%	4	-5%	-1%	7%
CC(=O)Nc1ccc(S(=O)(=O)NCCC(=O)N2CCCCC2)cc1	-5%	x	-24	2%	1%	10%
Fc1ccc(-n2c(-c3ccc4ccccc4n3)n[nH]c2=S)cc1Cl	-28%	-6%	22	-10%	4%	26%
COC(=O)c1ccc(C2/C(=C(/O)c3ccc(OC)cc3)C(=O)C(=O)N2c2cc(C)on2)cc1 (configuration not stated)	-17%	18%	13	-10%	-9%	18%
CC(C)(C)NC(=O)C(OC(=O)c1ccco1)c1ccccc1F (configuration not stated)	-1%	14%	-3	u	-5%	9%
Cc1nnc(-c2ccco2)c2cn(-c3cccc(Br)c3)nc12	33%	2%	-29	u	u	u
CC(=O)Nc1ccc(S[C@@H](CCN2CC[C@H](C(C)(C)C)CCC2=O)c2ccccc2)cc1	117%[activator]	x	8	4%	6%	u
O=C(COC(=O)C1CC1)Nc1ccc(N=Nc2ccccc2)cc1	-19%	2%	168	u	6%	11%
O=C(COC(=O)c1ccc([N+](=O)[O-])s1)Nc1ccc(F)cc1	-25%	x	11	0%	14µM*	11%
O=C(O)CC(NNC(=O)c1ccccc1)C(=O)Nc1cccc([N+](=O)[O-])c1 (configuration not stated)	-23%	-13%	-11	3%	2%	15%
CC1=C(C(=O)OCCCCCl)C(c2cc3c(cc2Br)OCO3)NC(=O)N1 (configuration not stated)	-19%	8%	-1	u	-19%	-11%
COc1ccccc1NC(=O)CSc1nc2n[nH]c(C)c2c(=N)n1-c1ccccc1Cl	21%	-14%	-7	u	8%	11µM*
CCOc1ccc(NC(=O)Cn2c(=O)n(Cc3ccccc3)c(=O)c3c4c(sc32)CN(C(C)=O)CC4)cc1	x	x	11	23%	6%	x
COc1cccc(NC(=O)CN(C)C(=O)c2cc(-c3ccccc3)nc3ccccc23)c1	-34%	x	-20	0%	-2%	u
CC(=O)Nc1ccc(S(=O)(=O)NC(C)C(=O)NCC(c2ccco2)N(C)C)cc1 (configuration not stated)	0%	x	4	u	-17%	23%
Cc1ccccc1OCC(=O)NNC(=O)CCN1C(=O)c2ccccc2C1=O	-19%	1%	-5	3%	-4%	13%
COc1ccccc1CN1CCCC(N2CCN(c3ccc(F)cc3)CC2)C1 (configuration not stated)	0%	12%	-1	-9%	-7%	u
O=C(O)CSc1nc2ccccc2nc1N1CCCCC1	x	x	-11	11%	0%	x
CCC(Sc1nc2c(sc3ccccc32)c(=O)n1CCc1ccc(OC)c(OC)c1)C(=O)N(CC)CC (configuration not stated)	x	x	-5	12%	-1%	x
COc1c(C)cc(C(=O)C2CCCN(C(=O)c3cccc(F)c3)C2)cc1C (configuration not stated)	63%[activator]	6%	39	12%	1%	-30%
COc1ccc(C2(N3CCN(c4cc(C)ccc4C)CC3)C(=O)c3ccccc3C2=O)cc1	x	x	-8	12%	11%	x
O=C(Nc1ccc(NC(=O)c2ccc([N+](=O)[O-])o2)cc1Cl)c1ccco1	-11%	8%	-73*	-1%	-2%	u
CCNC(=O)c1cccc(NC(=O)CN2C(=O)NC3(CCCCC3)C2=O)c1	-13%	x	-12	0%	-7%	-3%
Cc1ccc(-n2c(SCC(=O)Nc3cc(C)on3)nc3c([nH]c4ccccc43)c2=O)cc1	u	2%	-70*	u	7%	u
CCc1ccc(OCCCC(=O)NCc2ccccc2)cc1	3%	8%	-16	3%	2%	u
O=C(NCC(c1cccs1)N1CCOCC1)c1cc2ccccc2oc1=O (configuration not stated)	-6%	x	-32	x	x	2%
O=C(c1ccc2c(=O)n3c(nc2c1)CCCCC3)N1CCc2ccccc21	0%	4%	-1	11%	6%	-11%
COc1cc(Cl)c(C)cc1NC(=O)CCCN1C(=O)C(c2ccccc2)Oc2cccnc21 (configuration not stated)	x	x	24	3%	-6%	x
COc1ccc(N2C(=O)C3ON(C4SC(=S)N(C)C4(C)C)C(c4ccc(Cl)cc4)C3C2=O)cc1 (configuration not stated)	-4%	0%	-36	-2%	-14%	18%
Cc1ccc(C(=O)CSc2nnc(-c3ccc4[nH]c(C)c(C)c4c3)o2)cc1C	-1%	-2%	-35	3%	-20%	u
O=C(CNCc1cccs1)Nc1ccc(S(=O)(=O)N2CCCCC2)cc1	-27%	u	-27	-3%	0%	20%
Nc1nnc(CCC2CCCCC2)s1	-6%	6%	-21	u	-4%	6%
O=C(O)C1C2CC3C(OC(=O)C31)C2Cl (configuration not stated)	-11%	5%	27	-11%	0%	15%
COCC1CCN(Cc2nc(-c3ccc(OC)cc3)no2)CC1	21%	-1%	-13	1%	13%	21%
Cc1ccc(CNC(=O)COC(=O)CCOc2ccc(C)cc2)cc1	-8%	x	-24	-14%	-4%	-6%
Cc1ccc(-n2nnnc2C(Cl)(Cl)c2nnnn2-c2ccc(C)cc2)cc1	-28%	2%	22	-13%	18µM*	-11%
O=C(CCc1nnc(CCCc2ccccc2)o1)NCCc1ccco1	41%	1%	-19	3%	-21%	-4%
COc1cc(C#N)c(NC(=S)N2CCOCC2)cc1OC	-12%	-11%	x	-7%	-3%	x
O=C(O)CCCC(=O)N(Cc1ccccc1)Cc1ccccc1	-19%	8%	10	-6%	8%[11.4 µM]	10%
CCC(=O)N1c2ccc(S(=O)(=O)CCC(=O)N3CCN(c4cc(C)ccc4C)CC3)cc2CC1C (configuration not stated)	x	x	1	4%	-1%	x
Cc1cc(C)c2c(N)c(C(=O)N3CCN(c4ncccn4)CC3)sc2n1	16%	-4%	80	u	8%	5%
COc1ccc(-c2c(C)oc3c(CN4CCCC(C)C4)c(O)ccc3c2=O)cc1OC (configuration not stated)	-21%	2%	-22	-1%	-2%	-2%
Cc1cc(Nc2cccc(C(=O)O)c2)n2nc(C)nc2n1	x	x	-7	-3%	-1%	x
COc1ccccc1NS(=O)(=O)c1ccc(C(=O)N2CCN(c3ccccc3O)CC2)cc1	82%[activator]	x	-21	-16%	-1%	u
COc1cccc2c1OCC(CN1CCN(CCC(C)C)C(CCO)C1)=C2 (configuration not stated)	-2%	-2%	-10	7%	0%	-28%
CC(=O)NC(CCS(C)(=O)=O)C(=O)Nc1cccc2ccccc12 (configuration not stated)	4.5µM*	-20%	26	u	-29%	15%
CC1Cc2nc(SCC(=O)Nc3nc4ccccc4s3)n(C)c(=O)c2S1 (configuration not stated)	-60%	-9%	u	-16%	0%	u
COc1ccc(N2CCN(C(CNC(=O)C(=O)NCCCO)c3ccco3)CC2)cc1 (configuration not stated)	23%	-5%	0	-11%	-2%	8%
CCOc1ccc(N2CC(c3nc4ccccc4n3Cc3cccc(C)c3)CC2=O)cc1 (configuration not stated)	x	x	-10	-4%	1%	x
Cn1nc(-c2ccc(C(=O)N3CCN(Cc4ccccc4)CC3)cc2)c2ccccc2c1=O	117%[activator]	-2%	-22	u	-5%	u
Cc1ccc2sc(N(CCCN(C)C)C(=O)CN3C(=O)c4ccccc4C3=O)nc2c1C	165%[activator]	-3%	-3	-2%	11%	-9%
COc1ccccc1CN1C[C@@H]2C[C@@H](c3[nH]c4c(C)cccc4c3C)N3CCC[C@@]23C1=O	178%[activator]	-10%	6	8%	-14%	-29%
Cc1ccc(N=C2NC(=O)/C(=C/C=C/c3ccco3)S2)cc1C	u	-17%	5	u	45µM*	u
COCCCNC(=O)C(=O)NCC(c1ccc2c(c1)OCO2)N1CCOCC1 (configuration not stated)	x	x	-113*	2%	0%	x
Cc1ccc2c(c1)[C@H]1[C@H](CO2)[C@H](c2ccccc2)[C@]2(C)C(=O)Nc3ccc(Cl)cc3C(=O)N12	-13%	x	-33	x	x	u
CC1=C(C(=O)Nc2cc(Cl)ccc2C)C(c2ccco2)n2ncnc2N1 (configuration not stated)	x	x	4	18%	2%	x
COc1ccccc1N1CCN(C(=O)CC(NC(=O)c2ccccc2Cl)c2ccccc2)CC1 (configuration not stated)	132%[activator]	x	-27	-19%	-5%	u
COc1ccc(CCNC(=O)c2cc(-c3ccncc3)nc3ccc(S(=O)(=O)N4CCOCC4)cc23)cc1OC	10%	-3%	-19	-10%	-5%	1%
Cc1ccc(S(=O)(=O)N2CCOCC2)cc1NC(=O)COc1ncnc2ccccc12	-16%	-2%	52	-8%	-9%	19%

Next section:
molecule	AmpC no deterg	Giardia FBPA inh	HCMV antiviral	AmpC inh detg	Sm TGR block	HCV inhibitor
COc1ccc(-n2cc(CNC3CCC(O)CC3)c(-c3cccc(F)c3)n2)cc1 (configuration not stated)	73%[activator]	1%	-27	-1%	8%	-9%
CN(C(=O)CSc1nnc(N)s1)C1CCCCC1	-3%	8%	18	u	0%	22%
COc1ccc(NC(=O)CCN2C(=O)c3ccncc3C2=O)cc1OC	-6%	-13%	-18	7%	1%	-3%
COc1cccc(C(=O)NC(=S)NCc2ccco2)c1	-1%	-2%	17	-5%	u	8%
Cn1nnnc1SCC(=O)N1c2ccccc2Sc2ccccc21	6%	4%	23	0%	0%	-33%
COc1cccc(CNC(=O)Cc2csc3ccccc23)c1OC	x	x	31	18%	1%	x
COCCCN(C(=O)CCOc1ccc(C(C)(C)C)cc1)c1c(N)n(Cc2ccccc2)c(=O)[nH]c1=O	211%[activator]	x	x	u	2%	-22%
O=C(Cc1cccs1)N1CCN(S(=O)(=O)c2ccc(Br)cc2)CC1	-1%	2%	u	5%	4%	11%
COc1ccc(C(C)=O)cc1COC(=O)CSCC(=O)Nc1ccc(C)cc1	-17%	x	-16	-12%	35µM*	0%

Results in HCMV antiviral and Giardia FBPA inh (4 entries from above):
mol | HCMV antiviral | Giardia FBPA inh
COc1cccc(C(=O)NC(=S)NCc2ccco2)c1 | 17 | -2%
CN(C(=O)CSc1nnc(N)s1)C1CCCCC1 | 18 | 8%
O=C(Cc1cccs1)N1CCN(S(=O)(=O)c2ccc(Br)cc2)CC1 | u | 2%
COc1ccc(C(C)=O)cc1COC(=O)CSCC(=O)Nc1ccc(C)cc1 | -16 | x
